# Bioassay records (PubChem BioAssay)
# SIRT5 inh – inhibitors of human sirtuin-5 desuccinylase | hit rate 1.1% among 330,000 | inhibition, % at 15 µM | Q9NXA8 | Purified SirT5, succinyl-peptide AMC, trypsin-coupled fluorescence; in the data active means inhibition above about 15%; inconclusive means no clear call, values can overlap the other calls
# Target sequence (Q9NXA8 whole entry, looked up): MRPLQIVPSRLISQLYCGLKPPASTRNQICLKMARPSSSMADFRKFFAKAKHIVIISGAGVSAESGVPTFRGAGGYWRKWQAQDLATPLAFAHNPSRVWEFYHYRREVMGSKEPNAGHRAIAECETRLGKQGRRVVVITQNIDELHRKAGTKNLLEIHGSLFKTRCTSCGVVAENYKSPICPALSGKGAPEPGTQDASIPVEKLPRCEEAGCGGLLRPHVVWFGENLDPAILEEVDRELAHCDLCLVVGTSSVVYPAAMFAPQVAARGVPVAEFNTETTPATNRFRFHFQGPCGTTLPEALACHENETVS
# C2C12 statin – suppressors of simvastatin-induced myotoxicity in C2C12 myotubes; ATP luminescence, 48 h; scaled: DMSO 0, geranylgeraniol control 100; rescue of ATP level, % at 7.49 µM; hit rate 0.78% among 330,000; AID 602340;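 active means mean ATP rescue above about 67%, or every replicate alone reaching that limit, limit read from the data, passing the limit was not always enough; inconclusive means no clear call, values can overlap the other calls; inactive means mean under the limit and some replicate under it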;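 further: myotubes were challenged with 10 µM simvastatin during compound exposure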
# E-selectin induc – E-selectin induction on HUVECs; HUVEC E-selectin immunofluorescence imaging; normalized: neutral wells 0, TNF-alpha wells 100; activation, % at 7.58 µM; hit rate 0.37% among 260,000; AID 686992;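 active means mean E-selectin-positive cell signal at least 10% of the positive control, reached in at least 60% of replicates, without over 20% cell loss; inconclusive means no rule given, readout overlaps actives, possibly toxicity-flagged; inactive means the rest, including those meeting only one limit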;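 further: in these data hits start at about 27%; measured in HUVEC primary endothelial cells; signal is the percent of cells scored E-selectin positive by PE staining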
#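 System: HUVEC / Compound: single concentration / Signal: immunofluorescence imaging / Read-out: percent E-selectin-positive cells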
# PglD inh – blocks C. jejuni PglD acetyltransferase activity | purified PglD enzyme, DTNB colorimetric CoA detection | hit rate 0.098% among 360,000 | inhibition, % at 12.5 µM; in the data active means inhibition above about 16%, passing the limit was not always enough; inconclusive means no clear call, values can overlap the other calls; further: strong numbers were not always called active
# DENV2 CPE rescue – inhibitors of DENV2 cytopathic effect; DENV2-infected cells, cytopathic effect rescue, plate reader; hit rate 1.7% among 350,000; AID 651640; CPE inhibition, % at 9.99 µM; in the data active means CPE inhibition above about 20%, passing the limit was not always enough; inconclusive means no clear call, values can overlap the other calls; tested in BHK-21 cells;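 further: 0% = median of neutral control wells and 100% = median of positive control wells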
# S100A4 inh HTS – inhibitors of human S100A4 binding to myosin IIA peptide. S100A4/TAMRA-MyoIIA peptide fluorescence polarization. P26447. inhibition, % at 10.7 µM. hit rate 0.14% among 360,000;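 active means mean inhibition of at least 70% across replicates, with every replicate also reaching that level; inconclusive means mean inhibition reaches 70% but some replicates fall short; inactive means mean inhibition below 70%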
# Target sequence (P26447 whole entry, looked up): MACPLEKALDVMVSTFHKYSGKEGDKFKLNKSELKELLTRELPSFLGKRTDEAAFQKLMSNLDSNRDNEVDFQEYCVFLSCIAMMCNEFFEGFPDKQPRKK
#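 System – human S100A4 monomer protein, biochemical binding assay · Buffer or medium – Calcium-containing HEPES buffer, pH 7.2 · Timing – 5 min between mix addition and reading · Also added – TAMRA-labelled myosin IIA heavy-chain peptide probe, 5 nM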
# ERp5 block – inhibitors of human ERp5; Q15084; ERp5 insulin aggregation, absorbance 650 nm, 90 min; inhibition, % at 9.99 µM; hit rate 0.05% among 350,000;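 active means mean replicate inhibition above about 25%, with every replicate also reaching it, limit read from the data, passing the limit was not always enough; inconclusive means only one of those two criteria met; inactive means neither criterion met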
# Target sequence (Q15084 whole entry, looked up): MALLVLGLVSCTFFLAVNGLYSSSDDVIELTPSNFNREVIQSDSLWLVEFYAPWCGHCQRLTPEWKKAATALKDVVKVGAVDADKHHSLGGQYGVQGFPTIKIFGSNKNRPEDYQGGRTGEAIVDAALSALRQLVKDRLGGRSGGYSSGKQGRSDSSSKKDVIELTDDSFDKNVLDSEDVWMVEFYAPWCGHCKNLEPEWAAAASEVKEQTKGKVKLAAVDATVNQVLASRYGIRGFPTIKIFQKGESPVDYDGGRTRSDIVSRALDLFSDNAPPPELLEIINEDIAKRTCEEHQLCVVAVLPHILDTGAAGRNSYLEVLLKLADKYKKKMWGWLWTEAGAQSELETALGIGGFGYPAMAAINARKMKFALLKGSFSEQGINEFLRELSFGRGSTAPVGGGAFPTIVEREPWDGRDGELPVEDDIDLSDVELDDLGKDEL
# Starred values were filed as active, the others as inactive; ? = inconclusive; . = not tested or not shown; & = joins results of further samples. These rows are one share of the data (hit frequency here may not be typical).
SMILES,SIRT5 inh,C2C12 statin,E-selectin induc,PglD inh,DENV2 CPE rescue,S100A4 inh HTS,ERp5 block
CCn1c(COc2cccc(OC)c2)nnc1SCC(=O)NC1CCCC1,-15,12,.,-4,?,1,-1
Cc1ccc(Nc2nc3ccccc3c(=O)s2)cc1,-2,-7,.,.,0,-1,-5
CCCCOCCCNS(=O)(=O)c1ccccc1,0,6,.,-2,-4,5,-1
C[C@@H]1CN([C@H](C)CO)C(=O)c2cc(-c3ccccc3)cnc2O[C@@H]1CN(C)C(=O)C1CCOCC1,0&-4&3,-3&-4&21,0.0&-0.1,0&1&-1,?,0&-1&7,-3&-1&6
O=C(c1ccc(F)cc1)N1CC(=O)N2[C@H](CO)[C@@H](c3ccc(C#Cc4ccc(F)cc4)cc3)[C@H]2C1,0,.,-0.3,.,?,-1,7
Cc1ccn2cc(C34CC5CC(CC(C5)C3)C4)nc2c1,-3,-8,.,3,4,-9,4
Cc1cccc(CSc2nc3c(c(=O)n2C)SCC3)c1,-1,0,5.6,2,.,-1,2
NC(=O)C(CCC(=O)c1ccc(Br)cc1)S(=O)(=O)c1ccccc1 (centres undefined),-4,.,-2.1,.,31*,3,2
CC(=O)Nc1cccc(-c2cnc(NC(C)=O)cn2)c1,-5,-4,-0.4,-1,-3,-5,-8
O=C(Nc1cc(S(=O)(=O)N2CCOCC2)ccc1N1CCOCC1)c1cccc(Cl)c1,0,-1,0.0,4,6,-20,-3
CO[C@@H]1CN(C)C(=O)c2cc(NS(=O)(=O)c3cccc(F)c3)ccc2OC[C@H](C)N(Cc2cc(F)ccc2F)C[C@@H]1C,2,25,-0.2,-1,-13,-8,-1
CO[C@H]1CN(C)C(=O)c2ccc(NC(=O)C3CCOCC3)cc2OC[C@@H](C)N(C)C[C@@H]1C,.,9,-0.3,-5,.,.,.
O=C(C1CC1)N1CC(=O)N2[C@H](C1)[C@H](c1ccc(C#Cc3cccc(F)c3)cc1)[C@@H]2CO,-3,.,0.1,.,-2,3,1
C[C@@H]1CN([C@H](C)CO)S(=O)(=O)c2ccc(C#CCN(C)C)cc2O[C@H]1CN(C)Cc1ccc2c(c1)OCO2,8,-89,-0.3,6,-15,-10,0
COc1c2ccoc2nc2c(OC)c(OCC(OC(C)=O)C(C)(C)O)ccc12 (centres undefined),-15,3,.,2,?,-1,0
CC1CC(C)CN(S(=O)(=O)N2CCC(C(=O)NCCC3=CCCCC3)CC2)C1 (centres undefined),-2,.,.,.,15,5,-4
COc1ccc(CC(=O)N2CCc3cc(OC)c(OC)cc3C2)cc1,1,13,.,4,8,3,11
CC1CN(C(=S)Nc2cccc([N+](=O)[O-])c2)CC(C)O1 (centres undefined),1,.,.,.,-4,0,-9
CN1CCN(C(=O)c2cc3c(=O)n4ccccc4nc3s2)CC1,-33,0,.,0,-1,-6,-1
C=CCN1C(=O)C(CC(=O)Nc2ccc(OCCC)cc2)N(CCCN2CCN(Cc3ccccc3)CC2)C1=S (centres undefined),-1,.,.,.,8,-8,-2

# 4 compounds already listed, sorted by the number in SIRT5 inh, high to low.
SMILES	SIRT5 inh
O=C(c1ccc(F)cc1)N1CC(=O)N2[C@H](CO)[C@@H](c3ccc(C#Cc4ccc(F)cc4)cc3)[C@H]2C1	0
Cc1ccn2cc(C34CC5CC(CC(C5)C3)C4)nc2c1	-3
CC(=O)Nc1cccc(-c2cnc(NC(C)=O)cn2)c1	-5
CCn1c(COc2cccc(OC)c2)nnc1SCC(=O)NC1CCCC1	-15

# Going on with the list.
SMILES,SIRT5 inh,C2C12 statin,E-selectin induc,PglD inh,DENV2 CPE rescue,S100A4 inh HTS,ERp5 block
COc1ccc(NC(=O)C2Cc3c(-c4ccc(NC(C)=O)cc4)ccnc3O2)cc1 (centres undefined),-4,1,0.1,-4,-2,6,4
O=C(CN1CCC(Cc2ccccc2)CC1)NC(=O)NC1CCCCC1,0,.,0.7,.,0,-6,2
CCc1cc2c(=O)c(-c3nc4ccccc4[nH]3)coc2c(CN2CCCCC2)c1O,-1,.,-0.5,.,1,1,-1
C[C@@H]1CN([C@H](C)CO)C(=O)Cc2cc(NC(=O)c3ccncc3)ccc2O[C@H]1CN(C)Cc1ccccc1,2,24,-0.3,-1,-9,19,-6
O=C(COc1ccc([N+](=O)[O-])cc1)N(Cc1ccccc1)Cc1ccccc1,-3,.,.,.,-2,-2,-4
Cc1onc(-c2ccccc2Cl)c1C(=O)N1CCCc2ccccc21,-1,-8,.,-2,-1,3,-5
Cc1c(CCC(=O)NCCC(=O)O)c(=O)oc2c(C)c3oc4c(c3cc12)CCCC4,8,4,.,6,-1,-5,5
C[C@H]1CCCCO[C@@H](CN(C)C(=O)CCCN(C)C)[C@@H](C)CN([C@@H](C)CO)C(=O)c2cc(NC(=O)Cc3ccccc3)ccc2O1,0,.,.,4,-2,-29,-7
COc1ccc(/C(CC2OC(=O)c3ccccc32)=N\NC(N)=O)cc1 (centres undefined),2,.,.,.,-9,25,0
C[C@H]1CN([C@@H](C)CO)C(=O)Cc2cc(NC(=O)C3CC3)ccc2O[C@H]1CN(C)Cc1ccc(Oc2ccccc2)cc1,4,20&4,11&0.9,-4&-1,0&-8,-28&-3,-4&1
O=c1oc2cc(O)ccc2cc1-c1ccccc1,-107,0,.,5,?,1,.
COc1ccc(NC(=O)N[C@H]2CC[C@@H](CCn3cc(-c4ccccn4)nn3)O[C@@H]2CO)cc1,0,1,-0.2,-6,-2,-1,-3
CC1CCN(C(=O)Cn2cnc3c2c(=O)n(C)c(=O)n3C)c2ccccc2S1 (centres undefined),-2,18,1.7,-4,-3,-3,3
NNC(=O)C1CC1c1ccc(Cl)cc1 (centres undefined),.,.,.,.,-1,-4,-6
CCOC(=O)c1[nH]c2c(c1C)C(=O)CC(c1ccco1)C2 (centres undefined),.,-16,4.5,-2,-2,-4,1
CSc1cccc(NC(=O)c2ccco2)c1,1,6,.,2,.,-5,-9
COc1ccc(S(=O)(=O)N(CC(C)C)CC(C)C)c2cccnc12,-1,154*,0.0,-3,57*,-4,-4
CN(C)C(=O)C[C@@H]1C[C@H]2c3cc(NC(=O)Nc4ccccc4F)ccc3O[C@H]2[C@H](CO)O1,-2,7,-0.1,0,7,-16,1
C[C@H](O)C#Cc1cnc2c(c1)C(=O)N([C@@H](C)CO)C[C@@H](C)[C@@H](CN(C)C(=O)CC1CC1)O2,0,8,11,1,2,2,-2
CCCC(=O)N1C[C@H]2[C@@H](c3ccccc31)[C@H](CO)N2C(=O)Nc1ccccc1,4,10,-0.6,-4,5,1,1

# An excerpt from above with just DENV2 CPE rescue, E-selectin induc and S100A4 inh HTS:
compound,DENV2 CPE rescue,E-selectin induc,S100A4 inh HTS
COc1ccc(NC(=O)N[C@H]2CC[C@@H](CCn3cc(-c4ccccn4)nn3)O[C@@H]2CO)cc1,-2,-0.2,-1
CCOC(=O)c1[nH]c2c(c1C)C(=O)CC(c1ccco1)C2 (centres undefined),-2,4.5,-4
CN(C)C(=O)C[C@@H]1C[C@H]2c3cc(NC(=O)Nc4ccccc4F)ccc3O[C@H]2[C@H](CO)O1,7,-0.1,-16

# Other records
SMILES,SIRT5 inh,C2C12 statin,E-selectin induc,PglD inh,DENV2 CPE rescue,S100A4 inh HTS,ERp5 block
CCCCn1nc(C(=O)NCc2ccccc2CN2CCCC2)c2ccccc2c1=O,-3,-22,.,-2,7,-3,-3
COc1ccc(S(=O)(=O)c2nnn(-c3ccccc3Cl)c2N)cc1,.,.,.,.,0,12,1
O=C(NNC(=S)NC(=O)c1cccc([N+](=O)[O-])c1)c1ccc(O)cc1,4,-1,-0.1,.,6,-3,-1
Cn1nc(C(F)(F)F)c(C#N)c1N1CCN(c2ccccn2)CC1,-3,.,.,.,-9,-4,-10
CCOC(=O)c1c2n(c3ccc(OC(C)=O)cc13)CCC2,0,-12,.,1,2,1,2
CC(C)C(=O)Nc1ccc(-c2nc3ccccc3c(=O)o2)cc1,.,.,-1.7,-1,10,-1,0
CCOc1ccc(C(=S)N2CCOCC2)cc1OCC,1,16,.,-2,-7,-5,-5
CC(C)CCN(C(=O)CNC(=O)c1cccs1)C(C(=O)NC1CCCC1)c1ccncc1 (centres undefined),3,.,.,.,-7,-17,-2
C[C@H](CO)N1C[C@H](C)[C@@H](CN(C)Cc2ccc(C(=O)O)cc2)Oc2ccc(NC(=O)CCCN(C)C)cc2C1=O,1,-9,-3.7,-6,1,2,7
O=C(C1CCN(S(=O)(=O)c2cccc3cccnc23)CC1)N1CCN(c2ccc(Cl)cc2)CC1,.,12,.,-1,-2,0,4
COCCN(C(=O)/C=C/c1ccccc1)c1nnc(-c2cccnc2)s1,1,-5,-0.3,-6,-4,7,-5
CNC(=S)N1N=C(c2ccc(Br)cc2)CC1c1ccc(N(C)C)cc1 (centres undefined),11,.,.,.,18,-1,-2
O=C(Nc1ccccc1Cl)N1C[C@H]2[C@@H](c3ccccc31)[C@H](CO)N2Cc1ccccc1,4,51,0.1,-1,-7,-4,4
O=C(CSc1nc(=O)n2cc(Cl)ccc2n1)NCCc1ccccc1,1,-2,.,1,-3,-6,12
CNC(=O)c1cc(C(=O)c2ccccc2C(F)(F)F)c[nH]1,-4,.,1.7,.,10,-5,-1
CCOc1ccc(S(=O)(=O)Nc2nc3ccccc3nc2Cl)cc1,-2,-13,0.0,6,?,-6,-4
O=C(Nc1ccc(Cl)cc1)N1CCN(C(=O)C2CCCO2)CC1 (centres undefined),-3,4,-0.1,0,-6,0,7
COC(=O)c1ccc(N2CCOCC2)c(NC(=O)Nc2cccc(OC)c2)c1,0,.,0.1,-3,0,5,-8
Cc1noc(C)c1S(=O)(=O)Nc1ccc2c(c1)C(=O)N([C@H](C)CO)C[C@H](C)[C@@H](CN(C)S(=O)(=O)c1cn(C)cn1)OCCCC[C@H](C)O2,-2,.,.,-3,-12,0,-11
NS(=O)(=O)c1ccc(CCNC(=O)CCNC(=O)c2ccco2)cc1,-6,-3,.,3,-7,4,3
CC(C)N(C(=O)NC(=O)Nc1ccccn1)S(C)(=O)=O,-5,10,.,-5,.,-4,2
Nc1nc2c(ncn2[C@@H]2O[C@H](CNCc3ccc(OCCCN4CCOCC4)cc3)[C@@H](O)[C@H]2O)c(=O)[nH]1,22*,2,.,1,8,-8,18
C[C@@H]1CN([C@@H](C)CO)C(=O)c2cc(NC(=O)C3CC3)ccc2O[C@H]1CN(C)Cc1ccc2c(c1)OCO2,-1,-27,-0.7,1,-11,-4,-2
Cc1cc(C)cc(NC(=O)Nc2ccc(N3CCCCC3)cc2)c1,-3,.,.,5,16,-3,0
CO[C@@H]1CN(C)C(=O)c2ccc(NC(=O)c3cnccn3)cc2OC[C@H](C)N(C(=O)C2CC2)C[C@@H]1C,-6,1,-0.2,0,-1,-10,3
CC(Sc1nnnn1C1CC1)C(=O)Nc1cccc(S(=O)(=O)N2CCOCC2)c1 (centres undefined),-5,10,.,3,-4,-3,1
CC=Cc1ccc2n(c1=O)C[C@@H]1[C@@H](CO)[C@H](C(=O)N[C@@H](C)c3ccccc3)N(C(=O)c3cnccn3)[C@H]21 (mixture of isomers),8,6,-1.8,-2,-2,3,-1
O=C1C=CN2CCOCC2C1 (centres undefined),.,0,0.4,-1,-6,2,3
CN(CC(=O)NCc1ccco1)CC(=O)Nc1cc(S(C)(=O)=O)ccc1Cl,-1,6,.,5,-6,10,3
CN(Cc1ccccc1)C(=O)c1cccc(NC(=O)Cc2cccc(NC(=O)C3CCN(C(=O)CCc4ccccc4)CC3)c2)c1,0,.,-0.2,.,4,0,4
Cc1cccc([N+](=O)[O-])c1NC(=O)COC(=O)c1nc2nccc(C)n2n1,-2,2,.,-1,-2,-2,11
COc1cccc(CNC(=O)C[C@@H]2CC[C@@H](NC(C)=O)[C@H](CO)O2)c1,-1,-7,0.7,9,?,-7,-2
C[C@@H]1CCCCO[C@H](CN(C)C(=O)Nc2ccc(F)cc2)[C@@H](C)CN([C@@H](C)CO)C(=O)c2cc(NC(=O)Cc3ccccc3)ccc2O1,6,-33,0.1,1,6,-6,-4
